Bioassay records: PubChem, several laboratories
RPL19A TOR yeast: yeast TOR pathway RPL19A-GFP modulation; S. cerevisiae RPL19A-GFP strain, flow cytometry, 3 h; stronger effect = lower value; percent response vs DMSO, % at 10 µM; 330,000 tested, 0.3% active; AID 2025;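 active means percent response vs DMSO below 50%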;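 further: median channel GFP fluorescence of the barcoded RPL19A-GFP strain; ratio of sample median GFP to plate DMSO average so 100% = DMSO; lower means less RPL19A-GFP as with rapamycin TOR inhibition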
MEP2-GFP yeast: modulators of TOR pathway MEP2-GFP in S. cerevisiae | 330,000 tested, 0.51% active | AID 2016 | GFP response vs DMSO, % at 10 µM | S. cerevisiae MEP2-GFP strain, flow cytometry GFP, 3 h; 100% = DMSO control level;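 active means GFP response versus DMSO above a set limit, roughly screen mean plus 3 SD, cut at about 180% in these data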;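 further: median GFP fluorescence of the barcode-gated MEP2-GFP cells per well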
procasp7 counter: counter-screen for procaspase-3 activators: activators of human procaspase-7. recombinant procaspase-7, Ac-DEVD-pNA absorbance 405 nm; D23A/D198A/D206A triple mutant, cannot self-cleave; scale: DMSO 0, 5 µM enzyme 100. activation, % at 8.5 µM. 330,000 tested, 0.093% active;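 active means percent activation above the screen-wide mean plus 3 SD, cut at about 25% in these data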
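Detection: p-Nitroaniline absorbance at 405 nm, read at 0 and 120 min; system: Uncleavable procaspase-7 mutant enzyme; evaluation: % activation from two-timepoint absorbance difference, scaled to controls; times: 1 h enzyme–compound preincubation and 2 h substrate reaction, both 25 °C; buffer or medium: Zinc-free HEPES pH 7.4 with 300 mM NaCl, 0.01% Triton X-100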
AHR act: activates the human aryl hydrocarbon receptor | P35869 | AHR-responsive luciferase reporter cells, luminescence | activation, % at 5 µM | 320,000 tested, 2.5% active; in the data active means activation above about 47%;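 further: 0% = vehicle wells and 100% = reference agonist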
LAP4 TOR yeast: modulators of TOR pathway LAP4-GFP in S. cerevisiae; S. cerevisiae LAP4-GFP multiplex, flow cytometry GFP, 3 h; median GFP as percent of DMSO wells; GFP response vs DMSO, % at 10 µM; 320,000 tested, 0.34% active; AID 2023;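 active means GFP response vs DMSO above a set limit, about the screen mean plus 3 SD, cut at about 150% in these data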
ZTA DNA inh: counter-screen for EBNA-1 inhibitors: inhibitors of Epstein-Barr virus ZTA; P03206; ZTA-DNA binding, fluorescence polarization; inhibition, % at 11 µM; 320,000 tested, 0.15% active; AID 2234; in the data active means inhibition above about 33%
EBNA-1 inh: blocks EBNA-1 binding to DNA; inhibition, % at 14.8 µM; EBNA-1 DNA binding, fluorescence polarization; 300,000 tested, 0.34% active; in the data active means inhibition above about 28%
procasp3 activ: procaspase-3 (human) activation | recombinant procaspase-3 D3A, Ac-DEVD-pNA absorbance 405 nm | activation, % at 8.5 µM | 330,000 tested, 0.11% active | AID 463141;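 active means activation above the mean of all tested compounds plus 3 SD, cut at about 21% in these data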;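 further: 0% = DMSO alone and 100% = DMSO wells spiked with extra 5 µM PC-3 D3A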
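Assay system – Procaspase-3 D3A mutant · Benchmarks – DMSO low control, extra-enzyme high control · Technique – 405 nm absorbance of p-nitroaniline, reads at 0 and 120 min · Doses – 8.5 µM nominal · Measure – % activation between DMSO and enzyme-spiked controls · Also added – Ac-DEVD-pNA chromogenic peptide substrate · Schedule – 1 h compound preincubation, 2 h substrate hydrolysis at 25 °C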
Starred values were filed as active, the others as inactive; · = not tested or not shown.

The opening six entries (preview)
structure,RPL19A TOR yeast,MEP2-GFP yeast,procasp7 counter,AHR act,LAP4 TOR yeast,ZTA DNA inh,EBNA-1 inh,procasp3 activ
COc1cccc(OC)c1C(=O)Nc1c(C(=O)N2CCN(c3ccccn3)CC2)oc2ccccc12,94,98,-4,-3,87,-5,-4,3
O=C(CN1CCN(c2ccccn2)CC1)Nc1ccc(F)c(F)c1,103,102,-3,2,86,18,-9,-13
O=C(CN1CC(c2ccccc2)CC1=O)OCc1ccccc1F (stereo not given),100,103,5,1,110,-1,13,-8
CCC1(C(=O)O)NC(c2cccc(OC)c2O)C2C(=O)N(c3ccccc3)C(=O)C21 (stereo not given),103,107,2,-2,102,-1,9,-3
CC(=O)N1C(c2ccccc2O)C[C@]2(C)CC(=O)NC12 (stereo not given in full),84,88,7,0,82,7,6,7
CC1=C(N2CCOCC2)CCC1=O,103,106,-5,-1,96,6,-4,1

All compounds of this part, from the first entry:
structure,RPL19A TOR yeast,MEP2-GFP yeast,procasp7 counter,AHR act,LAP4 TOR yeast,ZTA DNA inh,EBNA-1 inh,procasp3 activ
COc1cccc(OC)c1C(=O)Nc1c(C(=O)N2CCN(c3ccccn3)CC2)oc2ccccc12,94,98,-4,-3,87,-5,-4,3
O=C(CN1CCN(c2ccccn2)CC1)Nc1ccc(F)c(F)c1,103,102,-3,2,86,18,-9,-13
O=C(CN1CC(c2ccccc2)CC1=O)OCc1ccccc1F (stereo not given),100,103,5,1,110,-1,13,-8
CCC1(C(=O)O)NC(c2cccc(OC)c2O)C2C(=O)N(c3ccccc3)C(=O)C21 (stereo not given),103,107,2,-2,102,-1,9,-3
CC(=O)N1C(c2ccccc2O)C[C@]2(C)CC(=O)NC12 (stereo not given in full),84,88,7,0,82,7,6,7
CC1=C(N2CCOCC2)CCC1=O,103,106,-5,-1,96,6,-4,1
CC1SC(=Nc2ccccc2)N(S(=O)(=O)c2ccccc2)C1=O (stereo not given),103,87,1,-1,79,1,5,0
Cc1sc2nc(CN3CCCCC3)nc(N3CCN(C(=O)c4ccco4)CC3)c2c1C,112,108,3,-1,113,5,5,-1
CC(=O)C1=C(C)NC(=O)NC1c1ccccc1 (stereo not given),98,93,-1,1,·,11,4,8
CCC(=O)Nc1cccc(NC(=S)NC(=O)c2cc3ccccc3o2)c1,95,101,-1,9,100,2,31*,-2
CC1=C(C(=O)N2CCOCC2)C(c2cccs2)NC(=O)N1 (stereo not given),101,97,-3,-3,94,-25,1,3
COC(=O)c1ccccc1S(=O)(=O)N1CCC(C(=O)Nc2ccc(N3CCOCC3)cc2)CC1,91,92,-14,0,90,·,·,-1
O=C(Nc1ccncc1Cl)c1ccncc1,105,108,10,-1,81,11,-4,-6
Cc1ccccc1OCCC(=O)Nc1ccc(Cl)cc1F,98,98,-7,-2,89,9,-7,11
NNc1ccc2nncn2n1,103,105,5,10,·,7,9,-7
COCCn1c(SCC(=O)NC(=O)NC2CCCC2)nc2ccccc2c1=O,99,100,11,-1,104,0,·,6
O=C(Nc1nnc(-c2ccc3c(c2)CCCC3)o1)C1CCCCC1,97,105,-1,15,90,-5,2,-1
COc1ccc(C(C)=O)cc1COC(=O)CCC(=O)N(CC(C)C)c1c(N)n(CC(C)C)c(=O)[nH]c1=O,86,88,5,1,91,4,-6,-9
Cn1c(N)c(C(=O)COC(=O)c2cnc(Cl)c(Cl)c2)c(=O)n(C)c1=O,96,102,-2,2,102,21,5,0
CCCC(=O)Nc1ccc(Cl)c(NC(=O)c2cccnc2Cl)c1,93,92,7,0,85,-3,-16,3
COc1ccc(Cl)cc1C(=O)N1CCC2(CC1)CC(=O)c1ccccc1O2,95,101,-4,1,96,-1,7,10
O=C(CCn1nc(-c2ccc(Cl)cc2)ccc1=O)N1CCOCC1,99,100,7,0,107,2,4,1
c1ccc(N2CCN(c3nc4ccccc4[nH]3)CC2)nc1,108,103,8,5,98,1,1,6
CCCCn1c(NC(=O)CC)c(C#N)c2nc3ccccc3nc21,96,98,-2,18,100,22,6,1
Cc1ccc(CC2CC(=O)N(c3ccc4c(c3)OCCO4)C2=O)cc1 (stereo not given),90,91,-9,1,105,6,0,0
CCS(=O)(=O)N1CCC(C(=O)Oc2ccccc2Br)CC1,103,101,3,2,95,-13,-8,-1
O=C(CN1CCCCCC1)N/N=C/c1ccc(Cl)c(Cl)c1,102,101,1,18,92,-2,4,9
O=C(O)CNC(=O)c1ccc(NS(=O)(=O)c2ccc3ccccc3c2)cc1,100,101,-2,1,100,-18,1,-6
COc1cccc(CNC(=O)CCC2CCCN(C(=O)c3ccoc3C)C2)c1 (stereo not given),97,97,0,1,107,19,5,2
O=C(O)c1c(N2CCCCC2)ccc([N+](=O)[O-])c1N1CCCCC1,97,100,-6,4,96,-1,-5,-8
Cc1ccc(N2CC(C(=O)Nc3ncc([N+](=O)[O-])s3)CC2=O)cc1 (stereo not given),106,97,-15,3,94,1,-1,-10
Cc1ccc(OCCNS(=O)(=O)c2ccc(Cl)cc2)cc1,104,99,1,0,109,-6,·,-11
CC1CCc2c(sc(N)c2C(N)=O)C1 (stereo not given),88,90,-27,8,98,3,-4,-23
CCOC(=O)c1c(C)[nH]c(C(=O)N(C)CC(=O)Nc2ccc(OC)cc2)c1C,96,99,0,-1,100,10,·,-3
CCOc1ccc(/C=C/C(=O)NC2CCCCC2)cc1,100,104,4,2,97,-7,7,1
NS(=O)(=O)c1ccc(CCNC(=O)c2ccc3nc4ccc(Cl)cc4c(=O)n3c2)cc1,93,103,3,6,96,5,-3,-1
Cc1c(C(=O)O)sc2nc(/C=C/c3ccccc3OC(F)F)[nH]c(=O)c12,107,108,-4,-2,90,6,-8,-6
CN1CCCNc2nc3ccccc3nc21,101,100,1,3,99,-2,0,2
CCCNC(=O)c1ccc(COc2ccc(C(C)(C)C)cc2)o1,103,109,-9,18,97,-7,-1,6
CC(C)(C)c1ccc(OCC(=O)Nc2ccncc2)c(Br)c1,103,104,1,13,91,-3,8,5
CC(C(=O)N1CCCCCC1)N(c1ccc(Cl)cc1)S(C)(=O)=O (stereo not given),101,106,11,-4,103,10,1,4
Cc1ccc(NC(=O)C(C)N2C(=O)c3ccccc3C2=O)c(C)c1 (stereo not given),96,97,-4,1,83,-10,8,7
COc1cc(/C=C/C(=O)OCC(=O)NCc2ccc3c(c2)OCO3)cc(OC)c1OC,92,93,15,1,91,·,·,2
Cc1cc(S(=O)(=O)N2CCN(CC(=O)NCCc3cccs3)CC2)ccc1Br,102,105,3,2,99,-8,·,3
CN(C)C(=O)c1c(-c2ccccc2)oc2ccc(O)cc12,99,104,-11,1,101,12,2,0
O=C(CCSc1ccccc1)OCn1nnc2ccccc2c1=O,108,108,4,0,105,-8,-11,-5
O=C(CCS(=O)(=O)Cc1ccc(Cl)cc1)NCCCN1CCN(c2ccccc2F)CC1,97,98,9,-1,95,-16,-2,0
CN(C)S(=O)(=O)c1cccc(NC(=O)COC(=O)/C=C/c2cccs2)c1,86,104,7,1,89,9,4,-3
Oc1c(N=NC(=S)Nc2ccccc2F)c2ccccc2n1Cc1ccc(F)cc1,102,104,-6,9,88,-5,4,-5
O=C(N/N=C/c1ccc(Br)s1)c1ccco1,98,96,4,0,119,-1,11,0
O=C(c1n[nH]c2ccccc12)N1CCN(S(=O)(=O)c2ccc(Cl)cc2)CC1,98,100,-7,3,102,-6,·,6
CC12CCC(C(=O)NCc3ccccc3)(OC1=O)C2(C)C (stereo not given),96,96,10,2,94,-4,8,3
CC1(c2nnc(-c3ccccc3)o2)CC(c2cccnc2)=NO1 (stereo not given),100,99,-7,10,108,-1,-9,-2
Cc1ccc(Cl)cc1NC(=O)C[n+]1ccc(Cc2ccc([N+](=O)[O-])cc2)cc1,100,95,4,3,108,-3,3,-4
O=C(O)c1cccc(-c2nnn(Cc3ccccc3)n2)c1,98,94,4,0,108,-3,5,5
COc1cccc(C(=O)CSc2nc3ccccc3n2CC(=O)N2CCOCC2)c1,96,100,-8,0,100,0,1,-1
CCOC(=O)c1c(C)[nH]c(C)c1S(=O)(=O)N1CCCCC1,100,103,8,1,93,-19,-9,6
CCOC(=O)N1CCN(Cc2nc(C3CC3)no2)CC1,107,109,13,3,92,-2,10,0
CC(O)c1cccc(NC(=O)Cc2cccc3ccccc23)c1 (stereo not given),100,104,-6,2,98,13,-1,-3
CC(=O)Nc1ccc(NC(=O)C2CCC(N3C(=O)C4C5C=CC(C6CC56)C4C3=O)CC2)cc1 (stereo not given),107,100,13,5,103,-5,9,-1

Later entries.
structure,RPL19A TOR yeast,MEP2-GFP yeast,procasp7 counter,AHR act,LAP4 TOR yeast,ZTA DNA inh,EBNA-1 inh,procasp3 activ
COC(=O)C1=C(C)N(c2ccccc2)/C(=C/c2cccs2)C1=O,112,103,-10,1,99,10,11,0
COc1cccc(C(=O)N(C)Cc2c(C)nn(C3CCS(=O)(=O)C3)c2C)c1 (stereo not given),95,98,5,1,95,·,·,3
COc1ccc(CCNC(=O)CSc2nc3scc(-c4ccccc4)c3c(=O)[nH]2)cc1,93,94,3,3,88,·,·,-9
CCN(CC)c1ccc(C2C3CCCCC3(O)CCN2C(=O)c2cccs2)cc1 (stereo not given),108,110,-3,13,96,-10,-12,-2
Cc1ccccc1CCNC(=O)CCn1ccc2cc(S(=O)(=O)N3CCCC3)ccc21,102,102,2,1,113,4,-2,-4
COc1cc2ccccc2cc1C(=O)OCC(=O)NC1CCS(=O)(=O)C1 (stereo not given),83,127,5,3,126,2,-5,1
O=C(O)COc1ccc2oc3c(c2c1)CCCC3,100,106,0,0,94,-4,10,-2
COc1cc(NC(=O)c2c(Cl)cnn2C)c(OC)cc1Cl,96,103,10,4,110,-2,4,3
Cc1cnc(C(=O)Nc2cccc3ncccc23)cn1,101,97,4,1,103,-1,15,3
COc1cccc(N2CCN(c3ccc([N+](=O)[O-])cn3)CC2)c1,105,105,-9,-5,95,-8,7,0
N#CCN1C(=O)NC2(CCCc3sccc32)C1=O (stereo not given),96,95,0,1,116,10,4,3
CC(C)Oc1cccc(C(=O)NC(=S)Nc2cccnc2)c1,103,104,-3,7,96,-5,-4,-7
Cc1cc(O)cc(O)c1C=NCc1ccco1,104,104,0,1,103,6,-4,-4
O=C(COC(=O)c1ccc(F)c(S(=O)(=O)N2CCOCC2)c1)NCc1ccc2c(c1)OCO2,95,98,-4,2,91,·,·,1
CCC(C(=O)NCc1ccco1)n1nc(C)c2c(C)n(-c3ccccc3)nc2c1=O (stereo not given),101,111,11,-2,109,8,0,6
COCCCN1C(=O)c2[nH]nc(-c3ccccc3O)c2C1c1cccc(Cl)c1 (stereo not given),95,104,20,17,93,-11,5,-8
O=C(Cc1c(C(=O)O)[nH]c2ccccc12)NC1CCCC1,94,101,-4,3,104,-4,3,3
O=C(O)/C(=C\c1ccc(Cl)cc1)c1ccc(F)cc1,104,102,5,-1,100,0,5,-5
COc1ccc(Br)cc1C1NC(=O)NC(C)=C1C(=O)N(C)C (stereo not given),98,106,10,0,102,-6,9,11
